# Source: PubChem BioAssay
# APJ ag: agonists of human APJ apelin receptor | P35414 | CHO-K1 APJ PathHunter beta-arrestin, luminescence; 0% DMSO wells, 100% apelin | activation, % at 20 µM | 0.11% of 330,000 active;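 active means activation more than six SD over the plate average, tested at 20 µM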;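 further: 0% = DMSO alone and 100% = apelin-13 at 10 nM; some results filed as inactive read as strong as hits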
#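 Assay system – PathHunter CHO-K1 APJ (AGTRL-1) beta-arrestin reporter cells · Compound – one dose, 20 µM compound, 1% DMSO · Timing – compound 90 min 25 °C, reagent 1 h · Measured by – luminescence from split beta-galactosidase complementation, Galacton Star/Emerald II substrate · Measure – beta-arrestin recruitment to APJ as agonist activity, luminescent signal · Benchmarks – DMSO vs Apelin-13 10 nM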
# UBC13 inh: inhibitors of human UBC13 polyubiquitin chain formation; P61088; TR-FRET; inhibition, % at 20 µM; 0.47% of 330,000 active; AID 485273; in the data active means inhibition above about 45%, passing the limit was not always enough
# CCR6 antag: CCR6 (human) receptor antagonism; CHO-K1 CCR6 PathHunter beta-arrestin, luminescence, CCL20-stimulated; P51684; AID 493098; inhibition, % at 20 µM; 0.49% of 340,000 active;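 active means compounds whose inhibition of the agonist-driven luminescence signal at 20 µM reaches about 50%, limit read from the data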;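 further: cells stimulated with CCL20 at 14 nM final; plate controls were DMSO with CCL20 for no effect and DMSO without agonist for full effect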
# Target sequence (P51684 whole entry, looked up): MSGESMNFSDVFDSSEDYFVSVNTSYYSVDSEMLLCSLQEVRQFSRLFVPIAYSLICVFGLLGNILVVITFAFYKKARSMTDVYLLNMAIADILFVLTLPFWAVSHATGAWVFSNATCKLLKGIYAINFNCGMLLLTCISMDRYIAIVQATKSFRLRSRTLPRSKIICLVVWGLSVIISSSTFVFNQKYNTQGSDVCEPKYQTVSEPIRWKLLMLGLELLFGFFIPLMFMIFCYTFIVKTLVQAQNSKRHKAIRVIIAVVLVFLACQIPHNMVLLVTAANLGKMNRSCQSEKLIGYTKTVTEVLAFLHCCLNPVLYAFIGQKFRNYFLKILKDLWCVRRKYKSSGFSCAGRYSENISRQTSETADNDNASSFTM
# Gli-Sufu antag: Gli-Sufu pathway antagonism. 0.74% of 340,000 active. AID 588413. Sufu-KO-LIGHT fibroblasts, Gli luciferase reporter luminescence. inhibition, % at 5 µM;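 active means inhibition above about 55%, limit read from the data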;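 further: 0% = DMSO-treated cells and 100% = wells with medium but no cells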
# APJ antagonist: blocks the human apelin receptor APJ; P35414; CHO-K1 APJ beta-arrestin complementation, luminescence; inhibition, % at 20 µM; 0.32% of 330,000 active; AID 2521;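 active means inhibition above about 40% at 20 µM, limit read from the data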;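 further: cells challenged with 10 nM apelin-13 agonist together with compound; plate controls were apelin-13 plus DMSO wells for no effect and DMSO wells lacking apelin-13 for full effect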
# ATG4B inhibitor: ATG4B (human) cysteine protease inhibition; inhibition, % at 8.33 µM; AID 504462; 0.51% of 340,000 active; ATG4B cleavage of LC3-PLA2, NBD-HPC fluorescence, 1 h; in the data active means inhibition above about 40%
# CXCR6 inh: CXCR6 (human) receptor inhibition. O00574. CHO-K1 PathHunter CXCR6 beta-arrestin, luminescence. inhibition, % at 20 µM. 0.36% of 360,000 active; in the data active means inhibition above about 34%, passing the limit was not always enough;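 further: antagonist mode with CXCL16 agonist at 10 nM final; 0% = 10 nM CXCL16 with DMSO and 100% = unstimulated wells without agonist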
# Target sequence (O00574 whole entry, looked up): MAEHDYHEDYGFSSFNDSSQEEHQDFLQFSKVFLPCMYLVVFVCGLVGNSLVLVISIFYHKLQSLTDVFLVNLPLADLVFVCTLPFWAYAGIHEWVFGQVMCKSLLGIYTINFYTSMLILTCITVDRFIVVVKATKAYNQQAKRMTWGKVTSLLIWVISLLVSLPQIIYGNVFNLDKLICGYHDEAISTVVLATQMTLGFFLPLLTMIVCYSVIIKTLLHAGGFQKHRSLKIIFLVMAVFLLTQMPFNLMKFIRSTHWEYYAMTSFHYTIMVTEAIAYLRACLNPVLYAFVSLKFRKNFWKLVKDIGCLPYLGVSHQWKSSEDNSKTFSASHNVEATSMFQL
# EBI2 block: antagonists of human EBI2 receptor; P32249; EBI2 beta-arrestin recruitment, luminescence, 7a,25-OHC stimulated; inhibition, % at 5 µM; 0.81% of 360,000 active; AID 651636; in the data active means inhibition above about 38%;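 further: enzyme fragment complementation signal reports receptor beta-arrestin coupling in cells; 0% = agonist plus DMSO wells and 100% = wells without agonist; some results beyond the cut were filed as inactive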
# Target sequence (P32249 whole entry, looked up, the tested form may be a part): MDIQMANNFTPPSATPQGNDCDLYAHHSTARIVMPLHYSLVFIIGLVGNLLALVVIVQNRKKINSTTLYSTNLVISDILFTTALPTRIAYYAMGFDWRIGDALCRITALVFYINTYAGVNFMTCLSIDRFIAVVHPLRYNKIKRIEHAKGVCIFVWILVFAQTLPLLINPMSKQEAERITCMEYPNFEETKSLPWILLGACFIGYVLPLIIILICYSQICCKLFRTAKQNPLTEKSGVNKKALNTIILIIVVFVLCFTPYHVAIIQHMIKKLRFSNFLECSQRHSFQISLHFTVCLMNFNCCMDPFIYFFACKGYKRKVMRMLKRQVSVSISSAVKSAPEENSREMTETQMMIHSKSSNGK
# The depositor's hits bear a star; . = no result given.
entry	mol	APJ ag	UBC13 inh	CCR6 antag	Gli-Sufu antag	APJ antagonist	ATG4B inhibitor	CXCR6 inh	EBI2 block
1	C/C(=N\NC(=O)c1ccc(O)cc1)c1ccc2c(c1)OCCO2	-6	-1	6	-37	7	0	-1	-9
2	COc1ccc(CN2C=C3C(=O)C(C)(OC(=O)CCc4ccccc4)C(=O)C=C3C=C2c2ccc(C#N)cc2)cc1 (centres undefined)	13	-43	-14	18	-15	-7	-6	1
3	Cn1c(=O)[nH]c(=O)c2c1nc(SCCN1CCOCC1)n2Cc1ccccc1	-8	4	36	2	28	3	14	4
4	O=C(CCSc1nc(-c2ccco2)cc(C(F)(F)F)n1)NCCN1CCOCC1	-1	-16	5	0	5	-10	-9	4
5	O=C(Nc1ccn(Cc2cccc3ccccc23)n1)c1cccnc1	-8	7	19	5	1	-4	-4	-2
6	CCN1CCc2nc(NC(=O)CC(c3ccccc3)c3ccccc3)sc2C1	-4	26	6	4	16	-15	-1	-10
7	Cc1ccc(NC(=O)COC(=O)Cc2cccs2)c(Br)c1	7	-1	-3	0	-2	-2	5	-2
8	FC(F)Sc1ccc(-n2cc(-c3ccc(Cl)cc3)[n+]3c2CCC3)cc1	5	11	9	22	-1	-3	0	-2
9	CCc1ccc(C(=O)Nc2ccc3c(c2)n(C)c(=O)n3C)cc1	-1	4	7	-4	-8	-4	6	-3
10	CC(=O)NC(C)c1nc2ccccc2n1CC(=O)N1C(C)CCCC1C (centres undefined)	-2	-8	0	-7	-17	-3	-1	-1
11	C[C@H](CO)N1C[C@H](C)[C@@H](CN(C)C(=O)Nc2ccc3c(c2)OCO3)Oc2c(NC(=O)c3ccncc3)cccc2C1=O	-3	4	3	-9	2	-8	0	-9
12	O=C(CSc1nnc(CNc2ccc(Cl)cc2)n1Cc1ccccc1)NCc1ccco1	8	9	12	7	-17	-8	3	-2
13	COc1ccc(NC(=O)N2CCCc3ccccc32)c(OC)c1	-5	10	-5	21	-8	6	-6	-1
14	CC(OC(=O)Cc1c(F)cccc1Cl)C(=O)NC1CCCCC1C (centres undefined)	-6	-8	13	-23	20	-4	-2	-3
15	Cc1ccc(-n2nnnc2Sc2nc([N+](=O)[O-])nn2C)cc1	-1	-5	-7	4	-41	-1	-30	3
16	O=C(Nc1cccnc1)c1ccc(F)cc1	0	4	4	0	4	-3	-28	-2
17	COc1ccc(CNC(=O)OCc2nccnc2C(=O)Nc2ccc(Br)cn2)cc1	-4	-8	5	-17	9	2	0	3
18	Cc1cc(N2CCN(c3ccccc3)CC2)n2ncnc2n1	-3	-11	10	3	2	-4	-2	5
19	CCOc1ccccc1NC(=O)N1CCC(c2nc3ccc(C)cc3[nH]2)CC1	-5	0	-2	5	1	29	8	-4
20	CCC(=NC(C)c1ccccc1)c1c(O)n(C)c(=O)n(C)c1=O (centres undefined)	-1	3	11	40	10	7	1	-3
21	O=[N+]([O-])c1ccc(N/N=C/c2ccc(OCc3cccc4ccccc34)cc2)nc1	-3	-21	19	-16	8	3	-16	8
22	CC(C)CC(=O)Nc1ccc(C(=O)COC(=O)C2CCC2)cc1	1	-1	4	-16	9	0	4	10
23	Cc1ccc(-c2cc(C(F)(F)F)n3nc(C(=O)Nc4ccon4)cc3n2)cc1C	4	19	2	-10	-6	-3	4	-14
24	COc1ccc(NC(=O)Cn2nc(C(F)(F)F)c3c2CCCC3)cc1OC	-2	5	-4	6	-10	5	-1	-5
25	CC(C)CNC(=S)N1CCN(c2nc(-c3ccc(Cl)cc3)cs2)CC1	1	5	1	27	-8	3	-20	21
26	COc1ccc(-c2nn(C)c(=O)c3ccccc23)cc1CNC(=O)c1ccco1	1	-4	-5	2	8	-12	10	4
27	NC1=NC[C@H](Cc2ccc(O)cc2)N1CCC12CC3CC(CC(C3)C1)C2	2	78*	17	38	20	-10	1	2
28	O=C1N[C@@H](Cc2ccccc2)COC(=O)[C@H](Cc2ccc(F)cc2)CC/C=C/C[C@@H]1CC(=O)N(CCO)Cc1ccccc1	-4	-8	23	1	18	-1	38	41
29	CC(c1ccccc1)n1c(-c2ccccc2F)n[nH]c1=S (centres undefined)	-1	-3	10	2	11	-1	-2	-4
30	O=C(CCc1nc2ccccc2c(=O)[nH]1)N1CCN(S(=O)(=O)c2ccc(Cl)c(C(F)(F)F)c2)CC1	2	6	1	4	9	-5	-10	-1
31	O=C(O)C(Cc1ccc(Cl)cc1)NS(=O)(=O)c1ccc(Cl)cc1 (centres undefined)	-2	0	2	29	17	-7	4	-12
32	O=C(Nc1ccc(Cl)cc1F)c1ccc2c(c1)C(=O)N(Cc1ccncc1)C2=O	0	-4	-6	-43	3	2	-14	51*
33	O=C(NC1CCCCC1)c1cc2nc(-c3ccco3)cc(C(F)(F)F)n2n1	.	.	14	-1	.	2	-2	-7
34	CCCn1c(NCc2ccco2)nc2ccccc21	-3	12	2	4	-3	4	-4	-10
35	CCCCn1c(N)c(N(CC(C)C)C(=O)CCS(=O)(=O)c2ccc(C)cc2)c(=O)[nH]c1=O	9	2	6	-11	22	6	-3	5
36	COc1ccc(OCC(=O)Nc2ccccc2OC)cc1	0	9	3	-5	10	-6	0	0
37	CCOc1ccccc1C(=O)NC(C(=O)Nc1ccccc1N1CCOCC1)C(C)C (centres undefined)	-5	-3	-8	8	21	5	1	8
38	COc1ccc(OC)c(Nc2nc(-c3cccs3)cs2)c1	-2	-1	4	-8	-6	-5	-9	9
39	COc1ccc(/C=C(/CC(=O)Nc2ccccc2)c2nc3ccccc3s2)cc1	-3	-33	15	-20	-15	-4	5	-19
40	CCCCc1c(O)n2c(nc3ccccc32)[nH]c1=O	-4	-6	5	3	-19	4	0	-10
41	O=C(Nc1ccc(C2CCCCC2)cc1)C1CCCN(c2ncccn2)C1 (centres undefined)	-4	18	-16	-24	-7	1	-4	16
42	CC(C)c1ccc([N+](=O)[O-])cc1S(=O)(=O)N1CCN(C)CC1	2	4	-6	8	11	-2	-10	-13
43	Cc1ccccc1Cn1c(C(=O)OC(C)C)cc2c1ccn2C	-5	4	27	11	19	-3	2	2
44	COc1ccc([C@H]2CC(=O)C=C(c3ccc4cc[nH]c4c3)C2)cc1	-1	-12	18	-3	6	3	-3	49*
45	COc1ccccc1N1CC(C(=O)OCC(=O)c2ccc(F)cc2)CC1=O (centres undefined)	-2	-2	4	2	5	-14	-3	2

# With a hit mark in UBC13 inh, of those listed so far:
no. | mol | APJ ag | UBC13 inh | CCR6 antag | APJ antagonist | ATG4B inhibitor | CXCR6 inh | EBI2 block
27 | NC1=NC[C@H](Cc2ccc(O)cc2)N1CCC12CC3CC(CC(C3)C1)C2 | 2 | 78* | 17 | 20 | -10 | 1 | 2

# (continued)
entry	mol	APJ ag	UBC13 inh	CCR6 antag	Gli-Sufu antag	APJ antagonist	ATG4B inhibitor	CXCR6 inh	EBI2 block
46	CCNc1nnc(SCC(=O)N2c3ccccc3NC(=O)CC2C)s1 (centres undefined)	-2	-7	-12	-3	17	-9	-13	10
47	CCOC(=O)c1sc(NC(=O)CSc2nc3c(cc2C#N)CCCCC3)c(C#N)c1C	-3	5	11	-15	3	-1	1	15
48	CN(CCCCCCCCC(=O)/C=N/O)Cc1ccccc1	-1	-2	1	3	3	-11	1	-5
49	Cc1ccccc1OCCCN1CCOCC1	-5	0	-2	4	15	-2	5	-13
50	COc1cc(C2CC(=O)c3cnc(NC(C)=O)nc3C2)cc(OC)c1OC (centres undefined)	-3	-2	-8	2	7	0	-5	-2
51	Cn1c(=O)c2c(nc(SCCN3CCCCC3)n2Cc2ccccc2)n(C)c1=O	-7	9	15	6	-6	-11	2	5
52	Cn1nnc2cc(C(=O)NC3CC3)ccc21	0	1	-2	3	-4	-4	-9	-4
53	Nc1c([N+](=O)[O-])c(=O)oc2ccccc12	-2	2	-15	4	17	2	0	1
54	Cc1ccccc1Oc1ccc(Oc2ccccc2C)nn1	1	-3	6	-60	3	-9	-6	41
55	COc1ccc(CNC(=O)COc2cccnc2[N+](=O)[O-])cc1OC	-1	-8	3	7	-3	5	-9	6
56	O=C(O)c1ccc(Cl)c(S(=O)(=O)Nc2cccc(C(=O)Nc3cccc(C(F)(F)F)c3)c2)c1	4	0	12	-15	-6	-1	4	-1
57	O=C(/C=C/c1ccc(Cl)cc1Cl)c1nc2ccccc2[nH]1	-1	-16	18	2	14	4	3	44*
58	COc1ccccc1/C=C\C=N\n1c(-c2ccc(Cl)cc2)n[nH]c1=S	-2	-6	13	-14	8	4	17	4
59	Nc1nn(S(=O)(=O)c2ccccc2)cc1-c1cccc([N+](=O)[O-])c1	8	2	-9	10	-72	-10	-17	-1
60	Cc1ccc(C(=O)NCCn2c(N)c(C#N)c3nc4ccccc4nc32)cc1	0	-1	5	6	9	-3	-4	-1
61	COc1ccc(OC)c(CCNC(=O)CCc2nnc3ccc(N4CCCCC4)nn23)c1	-2	0	13	1	-23	10	3	2
62	COc1ccc(-c2cc(C(F)(F)F)c3c(N)c(C(=O)NCCSC)sc3n2)cc1	-4	7	-2	0	17	-3	5	15
63	CCOC(=O)c1cc(N2CCCCC2)nc2ccccc12	.	.	3	-3	.	-2	-2	-6
64	CC1Cc2cc(/C(O)=C3/C(=O)C(=O)N(Cc4ccncc4)C3c3ccc(N(C)C)cc3)ccc2O1 (centres undefined)	-4	-6	7	17	-2	-5	-10	-4
65	O=C(CCc1ccc(S(=O)(=O)NCCc2ccccc2)cc1)Nc1ccc2c(c1)OCCO2	2	-6	-2	-1	-16	3	-4	2
66	Cc1nc(-c2cc(C#N)c(Sc3cccc(C(F)(F)F)c3)nc2C)cs1	-7	1	10	6	0	-2	-9	-18
67	COc1ccc(N2CCN(C(=O)COC(=O)c3oc4ccc(OC)cc4c3C)CC2)cc1	3	6	8	-6	2	-12	-4	4
68	COc1ccc2[nH]c3c(=O)n(Cc4ccc(C(=O)N5CCCCCC5)cc4)c(=S)[nH]c3c2c1	-2	-12	21	1	20	-3	6	-2
69	CC(C)(C)c1ccc(/C=C/C(=O)Nc2nncs2)cc1	-1	-2	0	-56	11	11	-1	-7
70	CCc1cccc2c(C(=O)COC(=O)c3ccccc3)c[nH]c12	0	10	12	-14	-5	12	-5	10
71	CN(c1ccc(C(=O)N2CCc3ccccc3C2)cc1)S(C)(=O)=O	-2	-5	-10	-14	1	1	-2	-6
72	O=C(/C=C/c1ccccn1)c1cc(Br)ccc1O	0	-13	59*	9	-5	0	5	11
73	COc1cccc(CNC(C)C(=O)Nc2ccc3c(c2)OCCO3)c1 (centres undefined)	-3	7	8	-3	-16	-7	-10	5
74	CCOC(=O)c1sc2ncnc(N3CCN(c4ccc(OC)cc4)CC3)c2c1C	-3	2	11	13	9	-15	2	28
75	COc1ccccc1CNC(=O)CC(C)C	-3	5	-7	1	10	-9	-6	-3
76	CS(=O)(=O)c1ccc(C(=O)NCC2(N3CCCCC3)CCCCC2)cc1	0	6	-9	19	-1	-3	2	-5
77	O=C(O)c1ccccc1/C=N/Nc1ccc(S(=O)(=O)N2CCOCC2)cc1[N+](=O)[O-]	-2	-41	17	-1	-14	-4	-12	14
78	Cc1ccc(C(=O)NC(O)C(Cl)Cl)cc1 (centres undefined)	-2	0	-16	4	11	-5	2	-3
79	CC(=O)c1ccc(NC(=S)N2CCN(C(=S)Nc3ccc(C(C)=O)cc3)C(C)C2)cc1 (centres undefined)	-1	-12	11	58*	7	-8	3	-1
80	C=CCNC(=O)CN(c1ccc(OC)cc1OC)S(C)(=O)=O	-8	-5	-16	10	8	-5	3	-5
81	Brc1ccc(OCc2nnnn2-c2ccccc2)cc1	0	3	-1	-1	2	5	-9	80*
82	CC1CCCCN1C(=O)COC(=O)c1ccc(N2CCCC2=O)cc1 (centres undefined)	-3	-1	3	-5	6	-7	-3	-3

# No enrichment for hits; any-hit rate near 3%.
